GLP1R cytotox: cytotoxicity counter-screen for GLP-1 receptor inverse agonists. HEK293 cAMP-luciferase reporter cells, luminescence, 24 h. Potency, µM (titrated, usually from 38.3 µM), for inactives: at the highest dose activity change, negative = inhibition, actives largely listed as inhibitors. hit rate 0.13% among 410,000. AID 624418;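 also: loss of luciferase light is scored as toxicity; potency is read from the fitted curve at half-maximal effect; % is scaled to controls: 0 for no effect and ±100 for the full control effect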
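1536-well qHTS counterscreen of the MLSMR; 200 cells/uL, 12 h pre-incubation, 23 nL cpd, 24 h at 37 deg C 5% CO2, luciferase detection reagent, 12 min RT, luminescence. Inhibition = undesired.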
KB-V1 cytotox: kills drug-selected multidrug resistant KB-V1 cells | KB-V1 MDR cells viability, CellTiter-Glo, 72 h | Potency, µM (titrated, usually from 46.1 µM), without a hit: at the top dose activity change, negative = cytotoxicity, most hits filed as cytotoxic | hit rate 3.4% among 400,000 | AID 1347076; also: potency is read from the fitted curve at half-maximal effect; % is scaled to controls: 0 for no effect and ±100 for the full control effect; nearly all actives have a fitted effect of over 60% in size
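KB-V1, DMEM (no phenol red) + 10% FBS; cpd pin-transferred, titration series; 72 h, 37 degrees C; CellTiter-Glo, luminescence. Data normalized, curve-fit.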
D3 ag: activates the human D3 dopamine receptor. max activation, %. hit rate 0.58% among 410,000. D3R DiscoveRx beta-arrestin cells, luminescence, 90 min. P35462; in the data active = max activation above about 30%; also: 0% is about no effect; mostly tested at two doses, the higher about 12 µM
Target sequence (P35462 whole entry, looked up): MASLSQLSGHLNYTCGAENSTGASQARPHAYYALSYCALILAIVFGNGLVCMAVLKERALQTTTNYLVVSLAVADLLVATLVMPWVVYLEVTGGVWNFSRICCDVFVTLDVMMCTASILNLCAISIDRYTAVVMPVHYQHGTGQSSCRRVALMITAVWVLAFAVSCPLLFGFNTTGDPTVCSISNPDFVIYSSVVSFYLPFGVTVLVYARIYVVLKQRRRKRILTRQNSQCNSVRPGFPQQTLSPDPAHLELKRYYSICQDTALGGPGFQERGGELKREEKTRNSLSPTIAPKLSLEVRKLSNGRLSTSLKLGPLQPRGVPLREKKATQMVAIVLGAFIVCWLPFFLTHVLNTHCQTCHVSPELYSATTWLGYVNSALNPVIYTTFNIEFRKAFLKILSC
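Cells at 1500/well, incubated overnight, then treated with pinned compounds (dopamine as control) for 90 min at 37 degrees C. DiscoveRx reagent added for 30 - 60 minutes at room temperature; luminescence read.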
HT1080NT lethal: kills 2HG-producing HT-1080-NT fibrosarcoma cells | HT-1080-NT fibrosarcoma viability, CellTiter-Glo ATP luminescence, 48 h | hit rate 1.6% among 360,000 | Potency, µM (top dose mostly 46.1 µM), for inactives: at the top dose activity, negative = less viability, hits mostly cytotoxic;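 also: NT is the 2HG producing partner of a matched IDH1 knockdown line; potency is read from the fitted curve at half-maximal effect; 0% = DMSO-treated cells and -100% = media-only wells without cells; nearly all actives have a fitted effect of over 55% in size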
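Fibrosarcoma NT cells, 750 per well in 5% FBS RPMI, were exposed to compound for 48 hours. Viability: CellTiter-Glo luminescence.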
KB-3-1 tox: KB-3-1 parental cell cytotoxicity. KB-3-1 viability, CellTiter-Glo ATP luminescence, 72 h. Potency, µM (titrated, usually from 46.1 µM), for the others: at the top dose activity change, negative = cytotoxic, hits mostly cytotoxic. hit rate 1.4% among 400,000; also: potency is read from the fitted curve at half-maximal effect; % is scaled to controls: 0 for no effect and ±100 for the full control effect; nearly all actives have a fitted effect of over 60% in size
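KB-3-1 cells, DMEM (no phenol red) + 10% FBS; compound by pin transfer, 72 h, 37 °C. Readout: CellTiter-Glo luminescence after 10 min. Data normalized, curve-fitted.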
MCF10A rerep: DNA re-replication induction in MCF 10a cells; MCF 10A DNA re-replication, Hoechst nuclear intensity, 48 h; Potency, µM (doses to about 46.1 µM), without a hit: at the top dose activity, positive = re-replication, hits mostly activators; hit rate 2.9% among 350,000; AID 624296; also: potency is read from the fitted curve at half-maximal effect; % of control where 0% means no effect; nearly all actives have a fitted effect of over 50% in size
SW480 rerep: inducers of DNA re-replication in SW480 colon cancer cells; Potency, µM (doses to about 46.1 µM), for inactives: at the highest dose re-replication activation, most hits filed as activators; SW480 DNA re-replication, Hoechst DNA content imaging, 48 h; hit rate 1.8% among 340,000; also: potency is read from the fitted curve at half-maximal effect; % of control where 0% means no effect; nearly all actives have a fitted effect of over 55% in size
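Cells (250 per well) received 23 nL compound or DMSO by pin tool and were kept 48 hr at 37 C, 5% CO2. Nuclei were then stained with Hoechst for 40 min and scanned for DNA content.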
HT1080 IDH1KD tx: toxicity to HT-1080 IDH1 knockdown cells (counter line). HT-1080 IDH1 knockdown viability, ATP luminescence, 48 h. Potency, µM (doses to about 46.1 µM), inactives show top-dose activity, negative = toxicity, usual class: cytotoxic. hit rate 2% among 360,000. AID 686971;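 also: potency is read from the fitted curve at half-maximal effect; 0% = DMSO wells and -100% = cell-free medium wells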
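% activity derives from luminescence (CellTiter-Glo), normalised to DMSO and no-cell wells. HT-1080-IDH1KD cells, 750/well, had 48 h compound exposure at 37 °C.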
IL1B secr inh: blocks inflammasome-driven IL-1 beta release; THP-1 LPS/ATP IL-1B secretion, AlphaLISA, 16 h; active compounds read low; activity change, % at 57.5 µM; hit rate 4.7% among 360,000; in the data active = activity change below about -50%; inconclusive = mostly about -30% to -49%; also: % is scaled to controls: 0 for no effect and ±100 for the full control effect
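Secreted IL-1B measured by AlphaLISA bead assay after 16 h compound exposure of THP-1 cells; compounds (final up to 57.5 uM) added 1 h before LPS (250 ng/mL) and ATP (1.25 mM) stimulation; lower signal means less secretion.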
* hit, by the source's call; u = inconclusive; x = not tested or not shown; & = joins results of further samples; [ ] = another dose, or the depositor's remark. Unless noted, calls follow the shape of the dose curve; as a rule, active = well fitted curve in the direction sought with a large enough effect; inconclusive = small, poorly fitted or top-dose-only effect, or another doubt; inactive = no such curve, though single readings can be large; an effect the other way counts as inactive or inconclusive. Compounds as they come (roughly 11% active in at least one column).

SMILES	GLP1R cytotox	KB-V1 cytotox	D3 ag	HT1080NT lethal	KB-3-1 tox	MCF10A rerep	SW480 rerep	HT1080 IDH1KD tx	IL1B secr inh
CC(C)(C)NC(=O)CC1C[C@H](C(=O)N2CCOCC2)[C@@]2(CCC3CCCC3)c3[nH]c4ccccc4c3CCN2C1=O (stereo not given in full)	-19%	0%	1	-1%	0%	21%	2%	-13%	2
COCCn1c(SCC(=O)NCc2ccc3c(c2)OCO3)nc2ccccc2c1=O	12%	-6%	7	3%	-7%	6%	2%	1%	-5
Cn1c(CNC(=O)c2ccco2)nnc1SCC(=O)N1c2ccccc2Sc2ccccc21	-1%	20%	-18	-5%	15%	0%	-2%	1%	27
Cn1cnnc1SCc1ccc(C(=O)n2ncc(C#N)c2N)cc1	1%	9%	1	6%	14%	4%	-1%	6%	7
CC1CCCC(NC(=O)CN2C(=O)COc3ccccc32)C1C (stereo not given)	-3%	23%	-2	5%	2%	15%	-2%	5%	2
O=C(NCCOc1ccccc1F)c1cc([N+](=O)[O-])ccc1N1CCOCC1	u	-11%	-5	6.5µM*	u	u	9.2µM*	8.2µM*	14
C[C@]12c3[nH]c4ccc(Cl)cc4c3CCN1C(=O)[C@@H](CC(=O)NCCCn1ccnc1)C[C@@H]2C(=O)N1CCOCC1	13%	0%	7	0%	-2%	-18%	60%	-2%	-7
Nc1n[nH]c(-c2ccc([N+](=O)[O-])cc2[N+](=O)[O-])n1	4%	2%	0	0%	0%	-5%	1%	-8%	29
Cc1ccc(CSc2nc3c(cc2C#N)CCC3)cc1	-2%	15%	8	19%	1%	-6%	14%[9.22 µM]	10%	0
CSCC[C@H](NC(=O)[C@@H]1Cc2ccccc2CN1)C(=O)Nc1cccc(C)c1	-5%	u	-17	0%	15%	-24%	1%	0%	36
COc1ccccc1CNC(=O)c1ccc(CS(=O)(=O)c2ccccc2)o1	-5%	0%	3	4%	-3%	0%	-2%	10%	16
COc1ccc(NC(=O)CCNC(=O)Cn2ccc3ccccc3c2=O)c(OC)c1	-18%	9%	-3	-5%	-9%	-1%	-1%	1%	4
CCN(CC)C(=O)c1[nH]cnc1C(=O)N[C@@H](Cc1ccccc1)C(=O)OCc1ccccc1	9%	12%	11	11%	0%	24%	-28%	14%	-7
C[C@@H]1CC=C[C@H]2[C@H]1C(=O)N(Cc1ccccc1)[C@H]2c1ccoc1	12%	-7%	-7	-3%	-12%	185%	u	-9%	23
Cc1cccc(C(=O)NC(=S)Nc2ccccc2C(F)(F)F)c1	u	u	-1	2%	0%	6%	x	-2%	0
CCOc1ccccc1N(CC(=O)NCCSCc1ccco1)S(=O)(=O)c1ccccc1	-19%	x	-4	7%	x	22%	10%	0%	-12
COC(=O)c1ccc(C(=O)OC)c(NC(=O)c2c(-c3ccccc3)noc2C)c1	-29%	u	2	x	11%	x	x	x	x
Cc1ccc(N(CCCCN2C(=O)c3ccccc3C2=O)C(=O)c2ccc(Cl)s2)cc1	5%	u	-1	1%	-1%	u	9%	1%	-11
Cc1cc(C)c(C(N)=O)c(SCC(=O)c2ccc(Cl)cc2)n1	3%	-13%	1	0%	0%	u	u	-6%	-20
Cc1ccc(C(=O)NCC(=O)OCC(=O)NC2CCCCCCC2)cc1	-4%	0%	-7	-7%	2%	-1%	u	7%	-1
CC(=O)Nc1ccc(S(=O)(=O)N(C)CC(=O)OCC(=O)c2ccc3c(c2)NC(=O)CO3)cc1	-1%	15%	2	6%	8%	1%	-2%	10%	12
O=C(CNC(=O)c1ccc(S(=O)(=O)N2CCCC2)cc1)N/N=C/c1ccc(Cl)cc1Cl	-9%[1.53 µM]	u	3	-23%	u	u	u	u	-7
O=C(Nc1ccccc1)c1ccccc1NC(=O)C1CCCCC1	12%	-4%	0	-9%	-2%	u	3%	-11%	-2
O=S1(=O)CCC(NCC2CCCO2)C1 (stereo not given)	10%	3%	-4	12%	0%	11%	3%	21%	23
COc1cc(-c2noc(C3CCCN(C(=O)c4ccccc4)C3)n2)cc(OC)c1OC (stereo not given)	-13%	-3%	0	-13%	-15%	u	-5%	-1%	-30
O=C(Nc1ccc(Cl)c(S(=O)(=O)N2CCCCC2)c1)c1ccncc1	-8%	u	6	u	-13%	12%	2%	-13%	-5
COc1ccc(C2C(C(=O)c3ccco3)=C(O)C(=O)N2c2nnc(C)s2)cc1OC (stereo not given)	u	21%	2	14%	-4%	-1%	-9%	4%	15
O=C(C1CCN(C2CC(=O)N(Cc3ccccc3)C2=O)CC1)N1CCCCCC1 (stereo not given)	-8%	13%	-6	7%	-2%	2%	-5%	-1%	13
CN(CC(=O)Nc1cc(Cl)ccc1Cl)C1CCS(=O)(=O)C1 (stereo not given)	4%	7%	-2	-5%	10%	-5%	-39%[inhibitor]	1%	36
O=C(NN=C1CCCC1)c1ccc(Cl)cc1	2%	0%	-13	-5%	3%	0%	-5%	0%	-6
CC(C)Cc1[nH]c(=O)c(C#N)c2c1COC(C)(C)C2	-28%	8%	1	4%	2%	14%	-2%	-1%	-1
COc1ccccc1C(=O)Nc1cc2cc(Br)ccc2oc1=O	3%	-14%	3	3%	4%	u	-3%	0%	-6
CCCCCCCCCCCCN1C/C(=C\C(=O)OCC)c2ccccc2S1(=O)=O	u	-2%&-4%	0	1%	-1%&2%	u	4%	-8%	25
Cc1ccc(S(=O)(=O)NCC(c2ccc(N(C)C)cc2)N2CCOCC2)cc1 (stereo not given)	7%	12%	4	x	-6%	x	x	x	x
CC(C)=CC(=O)O[C@H]1[C@@H]2[C@H](C)C(=O)O[C@@H]2C[C@@H](C)[C@@H]2[C@@H](O)CC(=O)[C@]21C	-12%	0%	-1	11%	-1%	u	-4%	10%	19
COc1cccc(NC(=O)Cn2c(-c3cncs3)nc3ccccc32)c1	-22%	-14%	0	-2%	-1%	3%	13%	0%	2
O=C(N/N=C/c1cccnc1)c1ccc([N+](=O)[O-])cc1Cl	0%	-2%	4	11%	1%	11%	-2%	20%	7
CN(C)C=NC(=O)c1cc2c(n(-c3ccccc3)c1=O)CC(C)(C)CC2=O	2%	1%	2	x	7%	x	x	x	x
O=C(COC(=O)CNC(=O)c1ccccc1)NCCCc1ccccc1	-1%	12%	-4	6%	0%	-4%	-6%	13%	-2
COCCCNC(=O)c1c(N)n(-c2cccc(S(N)(=O)=O)c2)c2nc3ccccc3nc12	x	20%	-8	-21%	0%	18µM*	21µM*	-12%	-53*
O=C(c1nn2c(C(F)(F)F)cc(-c3ccc(F)cc3)nc2c1Cl)N1CCOCC1	1%	u	4	0%	-21%	16%	3%	-5%	-18
Cc1ccc(C)c(N(CC(=O)NCc2ccc3c(c2)OCO3)C(=O)CCC(=O)Nc2ccccn2)c1	-17%	u	-2	-13%	0%	-15%	-3%	-10%	-29
Cc1cc(C)cc(C(=O)NCC(=O)OCC(=O)N2CCCCC2)c1	3%	0%	-1	1%	7%	-4%	-3%	8%	23
CCOc1ccc(NC(=O)C2CCC(N3C(=O)C4CC=CCC4C3=O)CC2)cc1 (stereo not given)	-16%	-17%	-5	-7%	-1%	-6%	-1%	-5%	-11
Cc1ccc(NS(=O)(=O)c2cc(C(=O)N3CCCC3)ccc2C)cc1C	-6%	2%	8	19%	22%	6%	-9%	2%	13

Full records, looked up by structure. Values in the order: GLP1R cytotox | KB-V1 cytotox | D3 ag | HT1080NT lethal | KB-3-1 tox | MCF10A rerep | SW480 rerep | HT1080 IDH1KD tx | IL1B secr inh
Results for CCOc1ccc(NC(=O)C2CCC(N3C(=O)C4CC=CCC4C3=O)CC2)cc1 (stereo not given) → -16% | -17% | -5 | -7% | -1% | -6% | -1% | -5% | -11
Results for CC(C)Cc1[nH]c(=O)c(C#N)c2c1COC(C)(C)C2 → -28% | 8% | 1 | 4% | 2% | 14% | -2% | -1% | -1

The results go on:
SMILES	GLP1R cytotox	KB-V1 cytotox	D3 ag	HT1080NT lethal	KB-3-1 tox	MCF10A rerep	SW480 rerep	HT1080 IDH1KD tx	IL1B secr inh
CCCCCCNS(=O)(=O)c1ccc(NC(=O)C2CCCO2)cc1 (stereo not given)	-3%	-12%	2	1%	-17%	2%	-7%	3%	6
C(=N\Nc1ccccn1)/c1ccc(N2CCOCC2)cc1	5%	-16%	-17	-1%	0%	2%	1%	0%	-25
COc1ccc2nc(N3CCCCC3)c(C#N)cc2c1	x	u	-1	-14%	-16%	16µM*	u	-1%	14
COc1ccc(Nc2c(-c3ccco3)nc3cccc(C)n23)cc1	-10%&0%	-4%&2%	3&-2	-2%	2%&-4%	-1%	3%	4%	-21
Cc1cc(S(=O)(=O)Cc2noc(-c3c(C)noc3C)n2)c(C)cc1Cl	-2%	0%	10	1%	-2%	11%	-6%	13%	-6
CCCOc1ccccc1OCC(=O)Nc1ccc(S(=O)(=O)N2CCCC2)cc1	-4%	-6%	3	-9%	-4%	-3%	4%	1%	1
CC(=O)Nc1ccc2nc(CN3CCC(CO)(CCc4ccccc4)CC3)ccc2c1	0%	-10%	-10	-20%	-4%	18µM*	0%	-1%	-10
COc1cc2c(cc1OC)CN(C(=O)c1ccco1)CC2	5%	-22%	3	-2%	u	0%	u	-4%	-3
CCN(CC)C(=O)COc1ccc(-c2nnc(Nc3ccc(OC)c(C(=O)NC)c3)c3ccccc23)cc1	-15%&-16%	12%&16%	-4&8	-4%	-2%&-9%	u	-19%	-7%	-79*
COc1ccc(-c2ccc3ccccc3n2)cc1	-5%	-27%	5	-14%	5%	-5%	-9%	-11%	93
O=C(N/N=C/c1cc2c3c(c1O)CCCN3CCC2)c1ccccc1O	14%	u	-8	u	4.1µM*	13µM*	9.2µM*	u	221
COc1ccc(-c2cc(C(=O)Nc3cc(C)ccc3O)no2)cc1	-16%	0%	2	-2%	u	27%	u	13%	0
